VEEV TC-83 Vero: inhibitors of VEEV TC-83 cytopathic effect, confirmation, Vero cells (AID 588727); Vero cells, VEEV TC-83 cytopathic effect inhibition; higher % means a stronger effect; inhibition, % at 20 µM; hits with a dose series show IC50 in µM; 350,000 compounds, 0.13% hits; in the data active = a potency from the dose series; inconclusive = inhibition mostly from about 14% at the one dose, without a potency; inactive = the rest, 99 in 100 with inhibition below about 12%; also: strong numbers were not always called active
PhoP GFP inhibition: PhoP regulon inhibitors, Salmonella typhi PhoP promoter GFP reporter, confirmatory (AID 1850); Salmonella Typhi PhoP-promoter GFP reporter, fluorescence, 4 h; higher % means a stronger effect; inhibition, % at 50 µM, or IC50 in µM where a hit was titrated; 310,000 compounds, 0.33% hits; in the data active = a potency from the dose series; inconclusive = inhibition mostly from about 25% at the one dose, without a potency; inactive = the rest, 99 in 100 with inhibition below about 19%;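 also: 0% = induced wells with vehicle and 100% = uninduced wells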
tuberculosis growth: growth inhibition of non-replicating M. tuberculosis (AID 488890) | inhibition, % at 25 µM; hits with a dose series show IC50 in µM | Mycobacterium tuberculosis non-replicating, growth inhibition; higher % means a stronger effect | 320,000 compounds, 0.39% hits; in the data active = a potency from the dose series; inconclusive = inhibition mostly from about 82% at the one dose, without a potency; inactive = the rest, 99 in 100 with inhibition below about 76%;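 also: plate controls were DMSO cells for no effect and high antibiotic wells for full effect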
M. tuberculosis HTS: M. tuberculosis growth inhibition, HTS (AID 449762); inhibition, % at 25 µM; hits with a dose series show IC50 in µM; 330,000 compounds, 0.59% hits; M. tuberculosis H37Rv growth inhibition, 7H9 media; higher % means a stronger effect; in the data active = a potency from the dose series; inconclusive = inhibition above about 70% without an active follow-up result;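 also: bacterial growth assessed after seven days of incubation; strong numbers were not always called active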
H1N1 NS1A inhibition: H1N1 influenza NS1A inhibitors, functional cell based assay (AID 504329); inhibition, % at 12.5 µM, or IC50 in µM where a hit was titrated; NS1A functional cell-based assay, percent inhibition; higher % means a stronger effect; 340,000 compounds, 0.3% hits; in the data active = a potency from the dose series; inconclusive = inhibition above about 27% without an active follow-up result; also: strong numbers were not always called active
VEEV TC-83 Vero 10K pilot screen: also measured in VEEV TC-83 Vero; calls as there; inhibition, %; measured here: 10K pilot screen inhibition
Numbers without * were called inactive; i = inactive; ? = inconclusive; · = no result given.

SMILES | VEEV TC-83 Vero | PhoP GFP inhibition | tuberculosis growth | M. tuberculosis HTS | H1N1 NS1A inhibition | others
CCCCSc1nnc(-c2ccc(C)cc2)c2ccccc12 | i | -2% | 61% | 21% | -2%
Cc1ccc(NC2=NCC(Cc3ccc(Br)cc3)S2)cc1 (centres undefined) | 0.7% | -9% | ? | ? | 0%
Cn1nnnc1SCCNCc1ccccc1F | 1.1% | -13% | -5% | -2% | 4%
O=C(CCc1nnc(Cc2c[nH]c3ccccc23)o1)NC(C1CC1)C1CC1 | 2.1% | 5% | 13% | -7% | 4%
COc1ccc(C(=O)NCCNc2ccc([N+](=O)[O-])cn2)cc1 | 0.7% | 9% | 21% | -1% | 24%
CN(Cc1ccccc1)C(=O)c1ccc(NC(=O)Cc2ccc(NC(=O)C3CCCN(C(=O)C4CCC4)C3)cc2)cc1 (centres undefined) | 0.4% | · | · | · | -3%
O=C(CN1CCN(CC(=O)c2ccc(F)cc2)CC1)Nc1ccccc1Cl | 0.4% | -1% | 33% | 0% | 3%
COc1ccc(-c2cc(-c3nnc(COC(=O)CC4CC5CCC4C5)o3)c3ccccc3n2)cc1OC (centres undefined) | 9.8% | -1% | 35% | 4% | -4%
O=C(O)/C(=C\c1ccccc1)c1ccc2ccccc2c1 | 6.4% | 1% | 51% | 5% | ·
CCOCCCNC(=O)C1CCN(S(=O)(=O)N2CCCC2)CC1 | 0.6% | -6% | 1% | 0% | -5%
Cc1cc(-c2ccccc2)n(-c2ccc(C(N)=O)cc2)n1 | 2.4% | -7% | -7% | 3% | -5%
O=c1c2ccccc2cnn1Cc1n[nH]c(=S)n1-c1ccc(F)c(Cl)c1 | 0.3% | 1% | 3% | -4% | 9%
Clc1ccc(-c2nnc3n2CCCCC3)cc1 | i | -2% | 1% | -6% | 4%
O=C(COC(=O)CNC(=O)C1CCCCC1)Nc1ccc2ccccc2c1 | i | -16% | 22% | -11% | 6%
Fc1c(F)c(F)c(CSc2nc3ccccc3[nH]2)c(F)c1F | 4.7% | 2% | 26% | 6% | 15%
CN(C)c1ccc(/C=N/NC(=O)CN2CCN(c3ccc(F)cc3)CC2)cc1 | · | -4% | -12% | 6% | ·
COc1cccc(C(=O)Nc2ccc(C(=O)c3ccncc3)cc2)c1 | 4.5% | -16% | 46% | 14% | 5%
Cc1ccc(N2CC(C(=O)Nc3nnc(SCC(=O)Nc4cc(C)on4)s3)CC2=O)cc1 (centres undefined) | 1.1% | -1% | 1% | -2% | -4%
COc1ccc(N(C(=O)CNC(=O)c2ccco2)C(C(=O)NCC2CCCO2)c2ccccc2)cc1Cl (centres undefined) | 1.7% | 8% | -3% | 46% | 1%
Cc1cc(C(=O)N/N=C/c2c3ccccc3cc3ccccc23)n[nH]1 | 2.2% | 8% | 9% | 1% | -1%
CCCCc1c(O)nc(SCC(=O)O)[nH]c1=O | 1.6% | -5% | 13% | 7% | -2%
CCCCCC1CC(=O)N(Cc2ccccc2)C(=O)N1 (centres undefined) | 1.5% | 3% | 24% | -1% | -3% | VEEV TC-83 Vero 10K pilot screen=0.5
CCCC12CN3CC(C)(CN(C1)C3c1ccco1)C2=O (centres undefined) | 4.0% | -1% | -6% | -1% | 0%
CC(C)(C)c1ccc(NC(=O)COC(=O)CCN2C(=O)c3cccc([N+](=O)[O-])c3C2=O)cc1 | 0.8% | -9% | 10% | 8% | -8%
CN(c1ccc(C(=O)NC2CCCC2)cc1)S(=O)(=O)c1ccccc1 | 1.3% | 12% | · | 4% | 8%

No new results follow: an excerpt of the list.
SMILES | VEEV TC-83 Vero | PhoP GFP inhibition | tuberculosis growth | M. tuberculosis HTS | H1N1 NS1A inhibition | others
O=C(O)/C(=C\c1ccccc1)c1ccc2ccccc2c1 | 6.4% | 1% | 51% | 5% | ·
CCOCCCNC(=O)C1CCN(S(=O)(=O)N2CCCC2)CC1 | 0.6% | -6% | 1% | 0% | -5%
Cc1cc(-c2ccccc2)n(-c2ccc(C(N)=O)cc2)n1 | 2.4% | -7% | -7% | 3% | -5%
O=c1c2ccccc2cnn1Cc1n[nH]c(=S)n1-c1ccc(F)c(Cl)c1 | 0.3% | 1% | 3% | -4% | 9%
Clc1ccc(-c2nnc3n2CCCCC3)cc1 | i | -2% | 1% | -6% | 4%
O=C(COC(=O)CNC(=O)C1CCCCC1)Nc1ccc2ccccc2c1 | i | -16% | 22% | -11% | 6%
Fc1c(F)c(F)c(CSc2nc3ccccc3[nH]2)c(F)c1F | 4.7% | 2% | 26% | 6% | 15%
CN(C)c1ccc(/C=N/NC(=O)CN2CCN(c3ccc(F)cc3)CC2)cc1 | · | -4% | -12% | 6% | ·
COc1cccc(C(=O)Nc2ccc(C(=O)c3ccncc3)cc2)c1 | 4.5% | -16% | 46% | 14% | 5%
Cc1ccc(N2CC(C(=O)Nc3nnc(SCC(=O)Nc4cc(C)on4)s3)CC2=O)cc1 (centres undefined) | 1.1% | -1% | 1% | -2% | -4%
COc1ccc(N(C(=O)CNC(=O)c2ccco2)C(C(=O)NCC2CCCO2)c2ccccc2)cc1Cl (centres undefined) | 1.7% | 8% | -3% | 46% | 1%
Cc1cc(C(=O)N/N=C/c2c3ccccc3cc3ccccc23)n[nH]1 | 2.2% | 8% | 9% | 1% | -1%
CCCCc1c(O)nc(SCC(=O)O)[nH]c1=O | 1.6% | -5% | 13% | 7% | -2%
CCCCCC1CC(=O)N(Cc2ccccc2)C(=O)N1 (centres undefined) | 1.5% | 3% | 24% | -1% | -3% | VEEV TC-83 Vero 10K pilot screen=0.5
CCCC12CN3CC(C)(CN(C1)C3c1ccco1)C2=O (centres undefined) | 4.0% | -1% | -6% | -1% | 0%

Three structures already listed, ordered by length of the SMILES, smallest number first.
SMILES | VEEV TC-83 Vero | PhoP GFP inhibition | tuberculosis growth | M. tuberculosis HTS | H1N1 NS1A inhibition | others
O=c1c2ccccc2cnn1Cc1n[nH]c(=S)n1-c1ccc(F)c(Cl)c1 | 0.3% | 1% | 3% | -4% | 9%
CN(C)c1ccc(/C=N/NC(=O)CN2CCN(c3ccc(F)cc3)CC2)cc1 | · | -4% | -12% | 6% | ·
COc1ccc(N(C(=O)CNC(=O)c2ccco2)C(C(=O)NCC2CCCO2)c2ccccc2)cc1Cl (centres undefined) | 1.7% | 8% | -3% | 46% | 1%

Continuation.
SMILES | VEEV TC-83 Vero | PhoP GFP inhibition | tuberculosis growth | M. tuberculosis HTS | H1N1 NS1A inhibition | others
NC[C@@H]1O[C@H](O[C@H]2[C@@H](O)[C@H](O[C@@H]3[C@@H](O)[C@H](N)C[C@H](N)[C@H]3O[C@H]3O[C@H](CO)[C@@H](O)[C@H](O)[C@H]3N)O[C@@H]2CO)[C@H](N)[C@@H](O)[C@@H]1O | · | 6% | 13% | 11% | ·
COc1cc(Br)cc(Br)c1OCC(=O)N/N=C/c1c(C)n(C)n(-c2ccccc2)c1=O | 6.5% | -5% | 36% | -2% | -4%
O=C(Oc1ccccc1)c1ccccc1OS(=O)(=O)c1ccccc1 | 3.1% | -4% | ? | 1.1µM* | -1%
Cc1cc(NC(=O)C2(c3ccccc3)CCCC2)no1 | 2.8% | -6% | -5% | 3% | -1%
CC(C)CN(C(=O)c1ccco1)c1nc2ccccc2s1 | 0.1% | 9% | 28% | -4% | 1%
CCN(CC(=O)Nc1ccc(Br)cc1)C(=O)Cc1cccc(F)c1 | i | 4% | 12% | 5% | 1%
CC(Sc1nc2ccccc2c(=O)n1CC1CCCO1)C(=O)N(C)Cc1ccccc1 (centres undefined) | 11% | 8% | 17% | -7% | -13%
COc1ccc(CN(C)C(=S)Nc2ccc(Cl)cc2)cc1 | 2.6% | -2% | 20% | -14% | 6%
Cc1cc(C)cc(N(CCC#N)C(=O)CSc2ncnc3sccc23)c1 | 4.0% | · | · | -9% | 8%
COc1ccccc1C(=O)N/C(=C\c1ccc(Br)cc1)C(=O)NCC(=O)O | 1.2% | -4% | -33% | -6% | 2%
CCCCOC(=O)C1=C(C)Nc2ncnn2C1c1ccc(OCC)c(OC)c1 (centres undefined) | 3.3% | -3% | 30% | 4% | -5%
O=C(CSc1ncccn1)N1CCN(C(=O)CSc2ncccn2)CC1 | i | 1% | -12% | 1% | -6%
O=C(NNC(=O)c1cccc(C(F)(F)F)c1)c1ccncc1 | 0.4% | 1% | 52% | ? | -5%
CN1CCN(C(=O)c2ccc3c(=O)n(Cc4ccc(Cl)cc4)c(=S)[nH]c3c2)CC1 | i | -7% | 34% | -7% | 0%
O=C(CSc1nc(O)cc(=O)[nH]1)N1c2ccccc2CCc2ccccc21 | i | 6% | 18% | 0% | -20%
COc1cccc(-c2coc3cc4oc(=O)c(CC(=O)O)c(C)c4cc23)c1 | 0.6% | 0% | 7% | -8% | -2%
C/C(=N\NC(=O)c1cc(C)nc2ccccc12)c1ccc([N+](=O)[O-])cc1 | 0.8% | 6% | -3% | -10% | -10%
CC(=O)N1CCN(c2ccc(S(=O)(=O)N3CCOCC3)cc2[N+](=O)[O-])CC1 | 3.5% | · | -8% | -7% | 3%
Cc1c(CN2CCC(CO)(Cc3ccccc3)CC2)c2ccccc2n1C | i | -4% | 30% | -7% | -1%
COc1ccc(OC)c(CNS(=O)(=O)c2cc(-c3cc(C)no3)ccc2OC)c1 | 5.1% | 5% | 17% | 7% | -2%
CN(C)CCCNC(=O)c1ccc(-c2nc(-c3ccc(Cl)cc3)cs2)cc1 | i | 21µM* | ? | 28µM* | 13%
COCc1cc(C)nc2sc(C(=O)NN)c(-n3cccc3)c12 | i | -2% | -12% | -1% | 10%
FC(F)(F)c1ccnc(N2CCN(Cc3cnc(-c4ccccc4)[nH]3)CC2)c1 | 3.8% | -3% | 11% | 8% | 7%
N#CCOc1ccc(C2=NO[C@@H]3[C@@H]4C[C@@H]([C@H]5C(=O)N(c6ccc7c(c6)OCO7)C(=O)[C@@H]45)[C@H]23)cc1 | 2.9% | -5% | 22% | 0% | -9%
CC(NC(=O)c1cc2ccccc2o1)c1cccs1 (centres undefined) | i | 3% | ? | 5% | -3%
SMILES | VEEV TC-83 Vero | PhoP GFP inhibition | tuberculosis growth | M. tuberculosis HTS | H1N1 NS1A inhibition | others
O=C(Nc1ccccc1)c1ccc[nH]1 | 0.2% | 9% | 3% | -2% | -4%
Cc1cc(C)c2nc(-c3cccnc3)cc(C(=O)NC(C)c3cnn(C)c3C)c2c1 (centres undefined) | 6.4% | -5% | 29% | 4% | 2%
Cc1ccccc1-n1nc(C)c2cc(C(=O)N3CCN(S(=O)(=O)c4ccc(F)cc4)CC3)sc21 | 0.8% | 0% | 6% | -1% | 11%
CCc1ccc(OCc2nnc(-c3ccccc3Br)o2)cc1 | 1.5% | · | 69% | 0% | -18%
Cn1cc(-c2cc(C(=O)O)on2)cn1 | 3.3% | 3% | 4% | 4% | -6%
Cc1onc(-c2ccccc2)c1-c1csc(N/N=C/c2ccccc2)n1 | i | 2% | 10% | 9% | 1%
CCOC(=O)CC1CCCCN1C(=O)c1ccc2nc(CCOC)oc2c1 (centres undefined) | 0.2% | 1% | -8% | 2% | 2%
COc1cc(OC)c(NC(=O)CN(C)S(=O)(=O)c2ccc3[nH]c(=O)oc3c2)cc1Cl | 0.8% | 1% | 6% | 3% | 5%
CCOC(=O)Cc1csc(NC(=O)C(CC(C)C)NC(=O)C2CCCCC2)n1 (centres undefined) | i | -22% | 12% | -2% | 6%
O=C(COC(=O)C1CCN(C(=O)c2ccc(Cl)cc2)CC1)Nc1ccccc1F | 2.0% | · | -3% | -2% | -4%
COc1ccc(-n2c(N)c(C(=O)NCC3CCCO3)c3nc4ccccc4nc32)c(OC)c1 (centres undefined) | 9.6% | 17% | 32% | 47% | -20%
Cc1ccccc1-n1ncc2c1CC(C)(C)CC2NC(=O)CCN1CCCCC1=O (centres undefined) | 1.9% | -8% | -1% | -9% | 8%
Cc1ccc(C(=O)Nn2c(O)c(C=C3N=c4ccccc4=N3)sc2=S)cc1 | i | 2% | -7% | 6% | 11%
Cc1ccnc(-n2c(CCN3C(=O)c4ccccc4C3=O)nc3ccccc3c2=O)c1 | 1.5% | -14% | -18% | -3% | 2%
CCCCN(Cc1ccco1)C(=O)Cn1ncc2c(=O)oc3ccc(C)cc3c21 | 0.5% | 5% | 2% | -8% | 4%
CC(C)CNS(=O)(=O)c1ccc(S(=O)(=O)N2CCC3(CC2)OCCO3)cc1 | i | -6% | 4% | 10% | 16%

Bioassay records as filed in PubChem.
